Screens: PubChem, National Center for Advancing Translational Sciences (NCATS)
EPAC2 ag: qHTS for Agonist of cAMP-regulated guanine nucleotide exchange factor 4 (EPAC2): primary screen; Rap guanine nucleotide exchange factor 4 (Homo sapiens), Q8WZA2; EPAC2 activation, biochemical qHTS; response scale: 100% = 6.5 mM cAMP response; Potency, µM (titrated, usually from 154 µM), for the others: at the highest dose activation, actives largely listed as activators; 360,000 tested, 0.079% active; AID 720711, 2013; further: potency means the concentration at half of the fitted maximal effect; nearly all actives have a fitted effect of over 50% in size
Target sequence (Q8WZA2 whole entry, looked up): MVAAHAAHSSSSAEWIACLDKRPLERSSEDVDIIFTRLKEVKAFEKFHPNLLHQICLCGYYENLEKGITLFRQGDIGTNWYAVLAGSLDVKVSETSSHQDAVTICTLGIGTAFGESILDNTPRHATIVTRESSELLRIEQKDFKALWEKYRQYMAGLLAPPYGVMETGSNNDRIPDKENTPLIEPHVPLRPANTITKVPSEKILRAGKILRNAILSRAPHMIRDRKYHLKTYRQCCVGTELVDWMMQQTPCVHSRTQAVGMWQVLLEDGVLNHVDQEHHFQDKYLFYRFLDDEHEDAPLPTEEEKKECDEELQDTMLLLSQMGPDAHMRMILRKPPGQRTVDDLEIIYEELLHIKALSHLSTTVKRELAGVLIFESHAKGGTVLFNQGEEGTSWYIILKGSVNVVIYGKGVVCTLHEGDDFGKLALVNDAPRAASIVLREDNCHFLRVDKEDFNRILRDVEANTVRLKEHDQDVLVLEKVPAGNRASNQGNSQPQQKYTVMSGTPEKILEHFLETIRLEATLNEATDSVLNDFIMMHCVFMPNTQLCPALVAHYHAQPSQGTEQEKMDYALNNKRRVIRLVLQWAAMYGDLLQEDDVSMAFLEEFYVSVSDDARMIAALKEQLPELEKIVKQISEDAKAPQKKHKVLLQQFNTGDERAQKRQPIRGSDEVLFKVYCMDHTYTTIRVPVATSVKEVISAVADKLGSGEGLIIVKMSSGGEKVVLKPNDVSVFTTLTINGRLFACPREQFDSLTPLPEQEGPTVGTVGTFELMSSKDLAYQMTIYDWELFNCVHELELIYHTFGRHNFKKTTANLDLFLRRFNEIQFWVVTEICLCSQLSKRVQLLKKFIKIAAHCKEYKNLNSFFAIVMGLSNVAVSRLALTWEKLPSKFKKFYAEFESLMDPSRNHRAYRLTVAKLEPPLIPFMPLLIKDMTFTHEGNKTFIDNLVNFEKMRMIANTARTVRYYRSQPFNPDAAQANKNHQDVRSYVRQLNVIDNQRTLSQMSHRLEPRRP
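Nucleotide exchange monitored as fluorescence drop when BODIPY-GDP leaves Rap1B. Reaction: 100 nM EPAC2, 250 nM RAP1B-BODIPY-GDP, 50 uM GDP, room temperature, kinetic read over 30 min. Activity expressed relative to 6.5 mM cAMP.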
EPAC1 agonist: qHTS for Agonist of cAMP-regulated guanine nucleotide exchange factor 3 (EPAC1): primary screen; 360,000 tested, 0.073% active; Potency, µM (titrated, usually from 154 µM), for inactives: at the highest dose activation, hits mostly activators; EPAC1 agonist qHTS, biochemical assay; response scale: 100% = response to 6.5 mM cAMP; AID 720707, 2013; further: potency means the concentration at half of the fitted maximal effect; nearly all actives have a fitted effect of over 60% in size
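Normalized to 6.5 mM cAMP, activity reflects EPAC1-catalysed release of BODIPY-GDP from Rap1B, followed kinetically over 30 min at 480 nm excitation, 540 nm emission. Reaction contained 100 nM EPAC1, 250 nM Rap1B-BODIPY-GDP, 50 uM GDP.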
IL-2 act: qHTS of IL-2 Activators | IL-2 activation reporter assay, cell-based qHTS; stimulated with anti-CD3/CD4/CD28 beads; in transgenic mouse T cells | activation, % (series mostly up to about 46 µM) | 360,000 tested, 0.065% active; in the data active means activation above about 50%; inconclusive means mostly about 30% to 49%; further: 0% is about no effect
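Readout is EGFP and DsRed signal by fluorescent plate cytometry after 18 h at 37 degrees C. Transgenic mouse T cells (750/well) received compound for 60 min before bead stimulation (anti-CD3, anti-CD4, anti-CD28); memory T cells served as non-tolerant control.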
EPAC1 antag: qHTS for Antagonist of cAMP-regulated guanine nucleotide exchange factor 3 (EPAC1): primary screen; Rap guanine nucleotide exchange factor 3 (Homo sapiens), O95398; EPAC1 GEF assay, Rap1b-BODIPY-GDP exchange fluorescence; Potency, µM (top dose mostly 115 µM), for inactives: top-dose activity change, negative = inhibition, most hits filed as inhibitors; 360,000 tested, 0.14% active; AID 720709, 2013;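 further: potency means the concentration at half of the fitted maximal effect; plate controls were vehicle for no effect and positive control for full effect; nearly all actives have a fitted effect of over 50% in size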
PI5P4Ka inh: qHTS for Inhibitors of phosphatidylinositol 5-phosphate 4-kinase (PI5P4K); PI5P4Kalpha enzyme, ADP-Glo luminescence, 60 min; active compounds read low; max response, %; 330,000 tested, 1.2% active; Phosphatidylinositol 5-phosphate 4-kinase type-2 alpha (Homo sapiens), P48426; active means max response of -50% or lower; inconclusive means between -30% and -50%; inactive means -30% or higher; further: value at the top dose of about 77 µM; on the % scale 0 is the no-effect control and ±100 the full control effect
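Reactions run in 0.038 M HEPES pH 7.4, 0.28 mM EGTA, 0.1% CHAPS and 5% DMSO, with PI5P4Kalpha, substrate, compound and 5 microM ATP final, one hour at room temperature. Readout is ADP-Glo luminescence.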
PLK1 PBD block: qHTS for Inhibitors of PLK1-PDB (polo-like kinase 1 - polo-box domain): Primary Screen; Serine/threonine-protein kinase PLK1 (Homo sapiens), P53350; Plk1 PBD binding of FITC phosphopeptide, fluorescence polarization; Potency, µM, for inactives: max response, negative = inhibition, most hits filed as inhibitors; 360,000 tested, 2.8% active; further: potency means the concentration at half of the fitted maximal effect; series mostly up to about 57 µM; on the % scale 0 is the no-effect control and ±100 the full control effect; nearly all actives have a fitted effect of over 65% in size
WRN inhibitor: qHTS for Inhibitors of WRN Helicase; WRN helicase unwinding, fluorescent forked duplex, kinetic; Potency, µM (series often up to 114 µM), inactives show top-dose activity change, negative = inhibition, hits mostly inhibitors; 360,000 tested, 0.46% active; AID 651768, 2012; further: potency means the concentration at half of the fitted maximal effect; on the % scale 0 is the no-effect control and ±100 the full control effect; nearly all actives have a fitted effect of over 55% in size
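Primary qHTS, 1536-well format. 20 nM WRN + compound, 15 min RT; start with 100 nM forked fluorophore/quencher duplex, 2 mM ATP (final); kinetic read ex 525/em 598 nm.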
CCT modulator: High-Throughput Screening for Modulators of Cytosolic Chaperonin Activity | 360,000 tested, 0.3% active | activity change, % (test concentration not listed), hits read low | purified chaperonin ATPase assay, HTRF ADP detection, 30 min; in the data active means activity change below about -30%; further: on the % scale 0 is the no-effect control and ±100 the full control effect
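TRiC (40 or 20 nM final, by batch activity) in 30 mM Tris pH 7.4, 100 mM KCl, 5 mM MgCl2, 1 mM DTT was treated with compound at 76 uM single dose, then 10 uM ATP, 30 min at 37 °C. ADP was read by HTRF Transcreener.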
Active calls of the source: *; u = inconclusive; x = not tested or not shown; ! = repeats disagree; [ ] = dose if it differs, or a comment. Unless noted, the call rests on the fitted dose curve; in most records, active means well fitted curve in the direction sought with a large enough effect; inconclusive means small, poorly fitted or top-dose-only effect, or another doubt; inactive means no such curve, though single readings can be large; an effect the other way counts as inactive or inconclusive.

Molecule,WRN inhibitor,EPAC2 ag,PLK1 PBD block,CCT modulator,PI5P4Ka inh,EPAC1 agonist,EPAC1 antag,IL-2 act
ON(CCc1ccccn1)Cc1ccccc1,-3%,-2%,2%,1.4,14,1%,5%,-4.2
Cc1cc(C(C)(C)C)oc1C(=O)Nc1ccc(CC(=O)O)cc1,-3%,-3%,-5%,0.3,-4,4%,-6%,-0.4
O=C(CN1CCC(NC(=O)C2CCCCC2)CC1)NCc1ccco1,10%,-10%,8%,1.3,5,-8%,-1%,1.2
CC(C)(C)SC(=O)CC1NS(=O)(=O)OC2CCCCC12 (stereo not drawn),-7%,6%,2%,0.2,-2,-15%,-2%,-2.0
CN(c1ccccc1)S(=O)(=O)c1ccc2[nH]c(=O)oc2c1,-36%,-10%,1%,-0.6,-22,-6%,-8%,0.8
CCc1cc(-c2nnc(SCC(=O)NC3CC3)n2C)cs1,-1%,7%,-11%,-0.1,0,-5%,2%,1.1
O=C(O)CCC(=O)N1N=C(c2ccc(Br)cc2)CC1c1cccs1 (stereo not drawn),3%,2%,9%,-0.2,0,5%,0%,1.0
CN(CC(=O)Nc1ccccc1C(F)(F)F)C(=O)CSCc1ccc(Cl)c(Cl)c1,-2%,9%,-4%,1.2,16,-1%,-17%,9.5
Cc1cc(Br)cn2c(CC(C)(C)C)c(C3CCCCC3)nc12,-5%,-1%,-13%,-2.0,13,-11%,-24%,-0.2
O=C(CN1C(=O)/C(=C\c2cccc(Cl)c2)Sc2ccccc21)NCCCN1CCOCC1,-4%,9%,-5%,0.2,6,5%,-3%,-0.1
C#CCOC(=O)CCCC(=O)NCCCCCCCC,-15%,-8%,-11%,1.9,4,-18%,-28%,0.3
CC(=O)c1c(C)[nH]c(C(=O)OCC(=O)Nc2cc(C)on2)c1C,-5%,5%,-10%,-1.0,6,-1%,-15%,-2.6
CCCCCCCCOc1ccc(C2OC34CCCCC3C(C#N)(C#N)C2(C#N)C(=N)O4)cc1 (stereo not drawn),-35%,-19%,24µM*,2.1,2,19%,5%,5.0
COc1ccc(C(=O)Oc2ccc(/C=N/NC(=O)Cc3ccc([N+](=O)[O-])cc3)cc2)cc1,-19%[57.1 µM],-2%,2%,1.9,5,-8%,22%,0.4
CC(=O)c1cccc(NC(=O)NNC(=O)CCC(=O)Nc2ccc(C)c(C)c2)c1,8%,10%,-5%,0.8,-5,-11%,-13%,0.8
CCCN1CCN(c2ccc(S(N)(=O)=O)cc2[N+](=O)[O-])CC1,9%,-3%,3%,1.6,-1,-12%,-1%,-0.2
O=C(NCCc1nnc2ccc(NCc3ccc(F)cc3)nn12)c1ccccc1,-6%,9%,-5%,-3.8,-2,4%,-12%,-0.8
FC(F)(Cl)c1nnc2ccc(Sc3ccccn3)nn12,-2%,6%,21µM*,-0.1,5,4%,9%,-3.5
Cc1ccc(C(=O)Nc2ccc(N3CCOCC3)cc2N2CCOCC2)cc1,-26%,-1%,-3%,0.0,7,9%,3%,-1.8
CCCSc1nc(C)cc(C)c1C(N)=O,-3%,9%,-16%,0.9,0,11%,4%,-2.6
COC(=O)c1ccc(CSc2nnc(CNC(=O)c3ccccc3F)o2)o1,3%,-1%,-14%,-3.4,-1,-1%,14%,4.2
COc1ccc(OC)c(NC(=O)C2CCCN(S(=O)(=O)c3cccc4nsnc34)C2)c1 (stereo not drawn),-12%,3%,3.4µM*!,-3.5,u,6%,4%,0.3
C[C@@H]1CN([C@@H](C)CO)C(=O)c2cc(C#CC(C)(C)O)cnc2O[C@@H]1CN(C)C(=O)c1ccccc1F,-4%,-1%,-5%,-1.0,0,-5%,6%,2.7
Cc1cccc(NC(=O)c2cc(S(=O)(=O)N3CCc4ccccc43)cn2C)c1C,2%,17%,-14%,-1.3,-2,-5%,-11%,-1.2

An excerpt from above, showing only EPAC1 agonist and EPAC1 antag:
Molecule | EPAC1 agonist | EPAC1 antag
CCCSc1nc(C)cc(C)c1C(N)=O | 11% | 4%
COC(=O)c1ccc(CSc2nnc(CNC(=O)c3ccccc3F)o2)o1 | -1% | 14%
O=C(NCCc1nnc2ccc(NCc3ccc(F)cc3)nn12)c1ccccc1 | 4% | -12%

(next part)
Molecule,WRN inhibitor,EPAC2 ag,PLK1 PBD block,CCT modulator,PI5P4Ka inh,EPAC1 agonist,EPAC1 antag,IL-2 act
CC1CCCC(NC(=O)C2CCN(S(=O)(=O)N3CCOCC3)CC2)C1C (stereo not drawn),-2%,-1%,-7%,-1.0,x,-9%,-1%,-2.0
O=C(/C=C/c1ccccc1[N+](=O)[O-])c1ccccc1Br,-21%,14%,u,-3.2,8,12%,-16%,-0.7
O=C1NC(=S)N/C1=C/c1cc2c(cc1[N+](=O)[O-])OCO2,13%,-5%,0%,-0.3,1,-5%,5%,-1.8
CCOC(=O)C1(CCc2ccccc2)CCN(Cc2nccn2CC)CC1,-6%[57.1 µM],2%,5%,0.7,5,-8%,-6%,-5.9
Cc1noc(C)c1S(=O)(=O)NCc1ccc(CN(C)C)cc1,-7%,0%,5%,-0.1,6,-17%,9%,0.5
O=C(COC(=O)CNC(=O)C1CCCCC1)Nc1ccccc1,6%,1%,-4%,-2.7,1,-8%,-7%,0.0
CCc1cc2ccc(OC)cc2nc1SCC(=O)NNC(C)=O,14%,7%,-7%,-0.8,-1,-7%,5%,-2.0
CCO[C@H]1OC(C(=O)NC2CC2)=C[C@@H](c2c[nH]c3ccccc23)[C@@H]1CCCO,0%,1%,2%,-1.0,-1,-8%,-21%,-0.3
CC(C)[C@H](NC(=O)N1c2ccccc2NC(=O)[C@@H]1C(C)C)C(=O)N[C@@H](Cc1ccccc1)C(=O)O,-2%,-1%,-1%,1.8,1,-5%,-17%,0.2
COc1ccc(N2CCN(C(CNC(C)=O)c3ccco3)CC2)cc1 (stereo not drawn),5%,-5%,-6%,0.5,1,-1%,-26%,-1.7
O=C(COC(=O)c1ccc2c(c1)C(=O)N(CCc1ccccc1)C2=O)Nc1ccc(OC(F)F)cc1,-6%,-5%,6%,-0.3,-8,-4%,-8%,0.4
COc1ccc(OCC(=O)Nc2cc(OC)cc(OC)c2)cc1,36%,15%,-4%,-46*,x,6%,-4%,0.1
C/C(CC(=O)Nc1ccc(N(C)C)cc1)=N\NC(=O)c1ccc(Cl)cc1,12%,5%,3%,-0.9,2,6%,10%,-2.5
O=C(NCCCN1CCOCC1)c1ccc2c(c1)N(Cc1c(F)cccc1Cl)C(=O)CS2,-6%,9%,-13%,-0.2,3,8%,-8%,-0.6
CCCn1c(=O)c(C(=O)N/N=C/c2ccc(F)cc2)c(O)c2ccccc21,6%,-5%,-5%,-0.7,0,8%,6%,0.3
CCN1CCC(NC(=O)Nc2ccc(F)cc2F)CC1,-8%,1%,-6%,-1.6,1,-11%,-4%,-3.6
CCCN(CCC)S(=O)(=O)c1cc2c3c(c1)CCN3C(=O)CC2,-9%[57.1 µM],4%,-8%,-5.2,-1,-5%,0%,-2.5
Cc1ccc(CN2CC(C(=O)Nc3ncccc3C)CC2=O)cc1 (stereo not drawn),7%,10%,-13%,1.1,-8,8%,4%,-1.5
O=C1c2ccccc2S(=O)(=O)c2cc(C(=O)N3CCC(O)CC3)ccc21,2%,0%,2%,0.8,-20,-15%,3%,-0.5
COc1ccccc1CC(NC(C)=O)C(=O)NC1CCN(c2nnnn2-c2ccccc2)CC1 (stereo not drawn),1%,-7%,0%,-2.3,0,6%,22%,-1.8
C=CCc1c(C)c(C#N)c2nc3ccccc3n2c1N1CCCCC1,0%,8%,-6%,0.4,0,6%,u,0.2
O=C(Nc1ccc(Br)cc1)c1ccc(F)c(S(=O)(=O)NCc2cccs2)c1,-26%,9%,2%,0.3,-4,12%,-22%,-3.9
Cc1c(OC(=O)CNC(=O)OC(C)(C)C)ccc2c3c(c(=O)oc12)CCC3,-11%,-14%,-9%,0.4,x,-15%,3%,-3.6
COc1ccc(NC(=O)C2c3ccccc3OCC(=O)N2Cc2ccc3c(c2)OCO3)cc1 (stereo not drawn),9%,6%,2%,0.8,-6,1%,0%,-0.7
CCCCn1c(N)c(N(CC(C)C)C(=O)CSCC(=O)Nc2ccc(C)cc2)c(=O)[nH]c1=O,5%,-3%,-3%,-1.7,3,10%,0%,1.9
CCN(CC(=O)Nc1c(F)cccc1F)C(=O)c1cccc(S(=O)(=O)N2CCN(c3ccccc3)CC2)c1,-26%,10%,-10%,-1.2,-5,17%,u,-4.0
Cc1ccc(OCCNC(=O)/C=C/c2ccccc2)cc1C,-2%,3%,-5%,2.4,-4,17%,-7%,0.1
CC(C)CC1C(=O)N(Cc2cn(CC3CCCCC3)nn2)CCS(=O)(=O)N1Cc1ccc(-c2ccncc2)cc1 (stereo not drawn),-1%,16%,-12%,0.1,-8,10%,1%,-0.9

This is a subset. The share of hits here may be higher or lower than overall.
